CCHFV vOTU inh = blocks the CCHF virus ovarian tumor domain protease; CCHFV vOTU protease, Pep-AMC fluorescence; 0.55% of 370,000 active; inhibition, % at 11.5 µM; note: 0% = vehicle wells with enzyme and 100% = no enzyme wells
GDH-TPI inh = counter-screen for M. tuberculosis FBA inhibitors: GDH-TPI coupled enzymes; 1.2% of 360,000 active; GDH-TPI coupled enzyme counterscreen, NADH absorbance; inhibition, % at 4.8 µM;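 note: 0% = DMSO wells and 100% = wells lacking the enzyme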
BoNT A protease = blocks Botulinum neurotoxin A light chain protease | 0.17% of 360,000 active | multiplex microsphere protease substrate cleavage, flow cytometry | inhibition, % at 10 µM; in the data active = inhibition above about 30%; inconclusive = no clear call, values can overlap the other calls; note: plate controls were buffer without enzyme for full effect and enzyme alone for no effect
Mtb BioA inh = BioA (M. tuberculosis) enzyme inhibition. purified M. tuberculosis BioA enzyme, plate reader. inhibition, % at 9.99 µM. 0.096% of 360,000 active. AID 602481; in the data active = inhibition above about 40%; inconclusive = no clear call, values can overlap the other calls
FadD28 FP inh = M. tuberculosis FadD28 bisubstrate binding inhibition. FadD28 bisubstrate probe binding, fluorescence polarization. inhibition, % at 12.5 µM. 0.22% of 360,000 active. AID 588549; in the data active = inhibition above about 8.5%, passing the limit was not always enough; inconclusive = no clear call, values can overlap the other calls
BoNT-F LC inh = blocks Botulinum neurotoxin F light chain protease; Multiplex microsphere protease cleavage assay, flow cytometry; inhibition, % at 10 µM; 0.22% of 360,000 active; in the data active = inhibition above about 35%, passing the limit was not always enough; inconclusive = no clear call, values can overlap the other calls; note: plate controls were buffer without enzyme for full effect and enzyme alone for no effect
PrPC surface inh = inhibitors of human cell surface prion protein PrPC | TR-FRET read-out | AID 720596 | inhibition, % at 13.8 µM | 0.43% of 370,000 active | P04156; in the data active = inhibition above about 24%; note: 0% = median of the test wells and 100% = reference compound wells
FBA Mtb inh = Mtb fructose-bisphosphate aldolase inhibition; P9WQA3; purified M. tuberculosis FBA, fluorescence read-out; inhibition, % at 1 µM; 2.3% of 360,000 active; in the data active = inhibition above about 27%;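 note: 0% = vehicle and 100% = reference inhibitor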
Target sequence (P9WQA3 whole entry, looked up): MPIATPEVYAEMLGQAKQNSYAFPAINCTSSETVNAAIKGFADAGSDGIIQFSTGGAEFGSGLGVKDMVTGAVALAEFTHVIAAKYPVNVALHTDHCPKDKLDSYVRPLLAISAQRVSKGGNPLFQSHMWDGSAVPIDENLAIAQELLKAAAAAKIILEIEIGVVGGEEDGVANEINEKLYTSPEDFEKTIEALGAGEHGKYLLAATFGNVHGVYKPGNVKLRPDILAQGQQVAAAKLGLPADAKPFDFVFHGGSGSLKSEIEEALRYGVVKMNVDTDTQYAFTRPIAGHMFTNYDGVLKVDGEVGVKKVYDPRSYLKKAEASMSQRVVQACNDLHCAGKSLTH
UGM FP inh = inhibitors of M. tuberculosis UDP-galactopyranose mutase | P9WIQ1 | purified UGM, fluorescence polarization probe displacement | inhibition, % at 10 µM | 0.06% of 320,000 active | AID 504406; in the data active = inhibition above about 10%, passing the limit was not always enough; inconclusive = no clear call, values can overlap the other calls
Target sequence (P9WIQ1 whole entry, looked up): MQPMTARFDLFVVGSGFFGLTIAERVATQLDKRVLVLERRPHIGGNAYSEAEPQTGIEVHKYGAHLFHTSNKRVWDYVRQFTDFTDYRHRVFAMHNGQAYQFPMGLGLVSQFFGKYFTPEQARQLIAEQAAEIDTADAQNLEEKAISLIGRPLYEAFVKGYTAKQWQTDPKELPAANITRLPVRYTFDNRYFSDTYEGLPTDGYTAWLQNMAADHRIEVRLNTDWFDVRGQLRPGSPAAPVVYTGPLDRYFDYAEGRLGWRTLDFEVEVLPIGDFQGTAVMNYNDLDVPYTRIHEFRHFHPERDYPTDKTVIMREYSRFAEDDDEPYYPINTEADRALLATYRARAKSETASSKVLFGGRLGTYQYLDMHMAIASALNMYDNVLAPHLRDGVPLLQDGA
An asterisk follows results filed as active; ? = inconclusive; . = not tested or not shown; + = active, no number; & = joins results of further samples. Cut-off read from the data, not from the text of the source, unless noted: active = inhibition above about 30%; inactive = the rest.

SMILES	CCHFV vOTU inh	GDH-TPI inh	BoNT A protease	Mtb BioA inh	FadD28 FP inh	BoNT-F LC inh	PrPC surface inh	FBA Mtb inh	UGM FP inh
O=C(NCCc1ccccc1)c1cccc(S(=O)(=O)N2CCCCC2)c1	-4	5	-1.9	-0.6	-2.0	5	7	4	-1.7
CCOC(=O)c1ccccc1OCc1cc(/C=N/n2cnnc2)ccc1OC	6	13	0.0	2.1	-0.7	0	0	6	-0.7
CCOc1ccc(C(C)=O)cc1N1C(=O)C2C3C=CC(C3=C(C)C)C2C1=O (stereo not drawn)	.	-2	0.2	.	0.0	6	.	0	0.4
O=C(O)c1cccc(NC(=S)NC(=O)c2cccc(OCc3ccccc3)c2)c1	3	-7	-1.7	2.0	-8.1	14	-3	0	-3.4
CCOC(=O)c1c(SC)n(-c2ccccc2)c(=S)n(-c2ccccc2)c1=O	2	7	0.9	1.2	0.0	-4	-2	2	1.6
O=S1(=O)N=C(Nc2ccc(S(=O)(=O)N3CCCCC3)cc2)c2ccccc21	-1	-1	-0.4	.	-6.1	-1	6	-4	2.1
CCOC(=O)C1CCN(C(=O)C2CCCN(c3ncnc4c3nc3n4CCCCC3)C2)CC1 (stereo not drawn)	0	9	2.0	-2.1	0.7	3	1	3	2.0
NC(=O)Cc1ccc(OCc2nn[nH]n2)cc1	5	10	-0.5	1.1	0.5	-8	-5	-2	.
CN(C)C(=O)COc1ccc(Oc2ccccc2)cc1	-7	0	-0.1	.	-0.8	-1	0	-1	1.9
COc1cccc(NC(=O)N2CCN(c3cccc(C)c3)C(C)C2)c1 (stereo not drawn)	5	-12	0.3	.	-3.2	1	7	0	-2.1
CC(C)c1[nH]nc2c1C(c1cccs1)C(C#N)=C(N)O2 (stereo not drawn)	8	-10	-3.5	0.2	-6.3	-6	-2	-2	1.2
CCCCn1c(SCC(=O)NC2CC2)nnc1-c1ccncc1	8	1	-1.1	.	.	-5	5	-1	1.3
O=C(Nc1cccc(S(=O)(=O)N2CCCCC2)c1)C1CCCN1S(=O)(=O)c1ccccc1F (stereo not drawn)	-4	-3	-0.2	0.0	-1.0	-8	11	2	0.7
CC(C)(C)NS(=O)(=O)c1ccc(CCC(=O)NCc2cccnc2)cc1	-8	8	-1.6	-0.2	0.8	-12	8	3	1.2
Cc1ccc(CCNC(=O)c2cc(S(=O)(=O)N3CCCC3)cn2C)cc1	9	1	-0.9	-0.6	-0.5	0	9	-1	1.3
CN1CCN(Cc2ccc(Br)s2)CC1	-5	3	-0.1	-0.6	-1.1	-6	-1	2	2.4
CN(CC(=O)NC1CCCCC1)S(=O)(=O)c1cccc2nsnc12	-3	13	0.3	-0.4	0.1	12	-41	4	-0.6
COc1cc(CN2CCN(C(O)(c3ccccc3)c3ccccc3)CC2)cc(OC)c1OC	8	8	.	4.5	-0.8	.	-20	4	-0.5
Cc1ccc(C)c(NC(=O)c2cnn(-c3ccccc3)c2C)c1	0	20	-4.8	-6.3	-0.1	-2	1	6	0.3
CC(C)C(=O)Nc1nnc(SCC(=O)Nc2ccc3c(c2)OCO3)s1	0	2	2.0	0.1	0.3	7	12	0	2.7
CCN(CC)C(=O)CSc1nc2c(sc(=S)n2-c2ccccc2)c(=O)n1-c1ccc(OC)cc1OC	-1	3	0.5	-0.9	-3.1	21	3	+	-0.4
COc1cc(OC)c(C(=O)OC(C)C(=O)Nc2cccc(C(F)(F)F)c2)cc1OC (stereo not drawn)	5	9	0.3	8.1	-1.3	-3	13	2	-0.2
Cc1nnc2sc(-c3ccccn3)nn12	1	-4	0.9	-0.5	-1.0	4	5	2	-1.9
O=C(CCSCCc1ccccn1)Nc1ccccn1	4	0	-0.1	-0.5	-3.1	0	2	1	-1.7
O=C(c1cccs1)N1CCN=C1SCc1ccc(F)cc1	1	4	-1.7	.	-1.3	0	1	0	-1.6
CCc1ccc(-c2ccc3nnc(SCC(N)=O)n3n2)cc1	-16	4	1.1	-1.2	-4.4	-2	-5	13	0.9
Cc1cc(C)cc(N(CC(=O)Nc2cc(C)ccc2C)S(=O)(=O)c2c(C)[nH]c(=O)[nH]c2=O)c1	12	-1	-4.6	-1.4	0.1	-12	1	2	-1.9
COC(=O)c1[nH]c2ccc(C)cc2c1NC(=O)Oc1ccccc1	-2	11	0.4	-1.8	-1.2	-7	-4	12	-0.8
Cc1ccc(-n2ncc(C(=O)O)c2C2CCN(C(=O)OC(C)(C)C)CC2)cc1	4	3	-1.5	-0.1	-3.3	-16	0	2	-2.6
CCCn1c(N)c(C(=O)CN(C)CC(=O)Nc2ccccc2CC)c(=O)[nH]c1=O	-2	6	-0.1	0.0	-2.7	-3	-8	-1	-0.5
CCOC(=O)C1C(=O)NC(N2CCOCC2)=NC1C(C)C (stereo not drawn)	4	8	0.0	.	-1.1	-2	1	1	-2.1
CC(=O)Nc1ccc(S(=O)(=O)N(C)CC(=O)OC(C)C(=O)NC2CCCC2)cc1 (stereo not drawn)	-4	-10	-0.7	1.4	-3.7	-4	-1	-4	0.1
Cc1ccc2nc(SCC(=O)c3c(N)n(C4CC4)c(=O)[nH]c3=O)[nH]c2c1	16	1	-0.3	.	-2.9	4	8	3	.
COC(=O)C(CCSC)NC(=O)Cn1ncc2c(=O)oc3ccccc3c21 (stereo not drawn)	-1	4	-0.6	-1.7	-1.5	-11	2	-1	-2.4
COc1ccc(-n2c(SCC(=O)O)nc3sc4c(c3c2=O)CCCC4)cc1	16	13	-0.2	3.8	-0.2	-12	10	1	-0.5
O=C(COC(=O)c1cccc(Cl)c1)NC1CCS(=O)(=O)C1 (stereo not drawn)	8	7	0.3	-1.3	-0.8	-2	-3	3	.
CCN(CC(=O)Nc1ccc(NC(C)=O)cc1)C(=O)c1cc(-c2ccccc2Cl)nc2ccccc12	7	0	-1.5	-0.2	-0.3	18	7	4	.
COCCNC(=O)C(=O)Nc1cc2c3c(c1)CC(=O)N3CCC2	-16	9	2.2	-2.1	-0.7	4	4	0	-4.1
O=C(C[n+]1cc(-c2ccc(Cl)c(Cl)c2)n2c1CCC2)c1cccs1	11	1	?	16	-0.5	?	-5	-2	-1.4
Cc1ccc(C2NC(c3ccc(C)cc3)C(C)C(=O)C2C)cc1 (stereo not drawn)	-8	-2	0.5	.	-2.9	-4	0	3	-0.1

A second format for part of the listing above:
molecule | CCHFV vOTU inh | GDH-TPI inh | BoNT A protease | Mtb BioA inh | FadD28 FP inh | BoNT-F LC inh | PrPC surface inh | FBA Mtb inh | UGM FP inh
O=C(NCCc1ccccc1)c1cccc(S(=O)(=O)N2CCCCC2)c1 | -4 | 5 | -1.9 | -0.6 | -2.0 | 5 | 7 | 4 | -1.7
CCOC(=O)c1ccccc1OCc1cc(/C=N/n2cnnc2)ccc1OC | 6 | 13 | 0.0 | 2.1 | -0.7 | 0 | 0 | 6 | -0.7
CCOc1ccc(C(C)=O)cc1N1C(=O)C2C3C=CC(C3=C(C)C)C2C1=O (stereo not drawn) | . | -2 | 0.2 | . | 0.0 | 6 | . | 0 | 0.4
O=C(O)c1cccc(NC(=S)NC(=O)c2cccc(OCc3ccccc3)c2)c1 | 3 | -7 | -1.7 | 2.0 | -8.1 | 14 | -3 | 0 | -3.4
CCOC(=O)c1c(SC)n(-c2ccccc2)c(=S)n(-c2ccccc2)c1=O | 2 | 7 | 0.9 | 1.2 | 0.0 | -4 | -2 | 2 | 1.6
O=S1(=O)N=C(Nc2ccc(S(=O)(=O)N3CCCCC3)cc2)c2ccccc21 | -1 | -1 | -0.4 | . | -6.1 | -1 | 6 | -4 | 2.1
CCOC(=O)C1CCN(C(=O)C2CCCN(c3ncnc4c3nc3n4CCCCC3)C2)CC1 (stereo not drawn) | 0 | 9 | 2.0 | -2.1 | 0.7 | 3 | 1 | 3 | 2.0
NC(=O)Cc1ccc(OCc2nn[nH]n2)cc1 | 5 | 10 | -0.5 | 1.1 | 0.5 | -8 | -5 | -2 | .
CN(C)C(=O)COc1ccc(Oc2ccccc2)cc1 | -7 | 0 | -0.1 | . | -0.8 | -1 | 0 | -1 | 1.9
COc1cccc(NC(=O)N2CCN(c3cccc(C)c3)C(C)C2)c1 (stereo not drawn) | 5 | -12 | 0.3 | . | -3.2 | 1 | 7 | 0 | -2.1

Other records
SMILES	CCHFV vOTU inh	GDH-TPI inh	BoNT A protease	Mtb BioA inh	FadD28 FP inh	BoNT-F LC inh	PrPC surface inh	FBA Mtb inh	UGM FP inh
CCCN(C(=O)c1cc(S(=O)(=O)N2CCCCC2)ccc1Cl)C1CCS(=O)(=O)C1 (stereo not drawn)	7	18	0.6	1.6	0.1	-4	9	5	0.0
COc1ccc(C2=C/C(=C\c3cccc(OC(C)=O)c3)C(=O)O2)cc1	-6	11	1.3	.	-2.4	-2	-6	-6	0.9
CCS(=O)(=O)n1nc(-c2ccc(Cl)cc2)nc1N	-4	-12	-2.0	-0.3	0.3	-12	3	5	-0.1
O=C(COC(=O)CCc1c[nH]c2ccccc12)NCc1ccccc1	6	0	-0.6	.	-2.8	-4	1	-4	0.4
CCC(C)C(NC(=O)C(C)NC(=O)CNC(=O)OC(C)(C)C)C(N)=O (stereo not drawn)	-1	13	-1.0	.	-2.3	-12	2	4	2.5
O=C(COC(=O)Cc1c(F)cccc1Cl)Nc1nnc(-c2ccccc2)o1	6	2	0.0	-1.0	-0.5	0	0	1	1.7
CCN(CC)CCCN(C(=O)c1ccc(Br)cc1)c1nc(-c2ccc(OC)cc2)cs1	2	-6	-3.7	3.4	-6.0	14	-13	2	0.3
CCc1ccc(N2CC(C(=O)Nc3ccc(OC)c(S(=O)(=O)N4CCOCC4)c3)CC2=O)cc1 (stereo not drawn)	14	4	-0.4	1.0	-0.5	-1	6	2	.
O=S(=O)(NCCSCc1ccc(Cl)cc1Cl)c1ccc2c(c1)OCCO2	-2	6	-0.7	-3.4	-4.1	13	0	-1	0.2
CCN(CC)CCC(O)(c1ccc2c(c1)OCO2)c1cc(OC)c(OC)c(OC)c1 (stereo not drawn)	-6	4	-0.6	-2.0	-0.5	-3	-4	-1	.
CCOc1ccc(C(=O)n2cc(C(=O)OC)c3ccccc32)cc1	-11	10	-4.3	-0.8	-3.3	-19	1	1	-0.1
Cc1ccc(-n2c(C)csc2=N)cc1	-16	1	0.3	0.2	-1.6	-10	0	-1	1.7
Clc1cccc(Cl)c1Cn1cnc2c(N3CCCCCC3)ncnc21	25	-1	0.3	-0.5	-2.3	-3	-3	-4	-4.1
O=C(O)c1cccc(NS(=O)(=O)c2ccc(Oc3ccc(S(=O)(=O)Nc4cccc(C(=O)O)c4)cc3)cc2)c1	0	13	-0.1	.	-1.0	3	-7	-2	6.6
NC(=O)C1=C[C@@H](c2csc3ccccc23)C[C@@H](OCCCCO)O1	-10	-7	0.2	1.8&1.3	-3.1	-2	3	2	1.2
CN(C(=O)CSc1nnc(-c2c[nH]c3ccccc23)n1C1CC1)C1CCS(=O)(=O)C1 (stereo not drawn)	1	-7	-0.1	-0.6	-2.3	-4	-4	1	.
N#CCc1nnc2n1-c1ccccc1CCC2	-5	0	-0.2	-1.7	-1.6	-6	8	-1	-0.4
c1cnn(-c2cc(N3CCOCC3)ncn2)c1	-6	6	-1.1	-0.6	-0.5	-2	3	-3	-0.6
COc1ccc(C(=O)OCCNC(=O)c2ccncc2)cc1OC	-12	-2	0.1	-0.5	-2.4	3	3	-2	.
O=C(Nc1ccccc1N1CCCCC1)c1cccc(Cl)c1	-7	-1	-4.5	1.7	0.6	-38	0	1	1.6
CCSc1nc(C)c(C(C)=O)cc1C#N	-1	-3	0.0	1.1	0.0	5	11	5	-1.0
CN(Cc1cccc(F)c1)C(=O)CNS(=O)(=O)c1ccc2ccccc2c1	12	8	-1.0	-1.7	-0.8	13	-6	-1	2.8
Cc1ccc(C(CNS(=O)(=O)c2ccc(C)cc2)N2CCN(C)CC2)cc1 (stereo not drawn)	-2	3	.	-0.2	-2.1	.	-9	-3	-0.1

Compound activity: PubChem, several laboratories
